# VEEV TC-83 Vero: inhibitors of VEEV TC-83 cytopathic effect, confirmation, Vero cells (AID 588727). Vero cells, VEEV TC-83 cytopathic effect inhibition; higher % means a stronger effect. inhibition, % at 20 µM, or IC50 in µM where a hit was titrated. actives 0.13% (n = 350,000); in the data active = a potency from the dose series; inconclusive = inhibition mostly from about 14% at the one dose, without a potency; inactive = the rest, 99 in 100 with inhibition below about 12%; also: strong numbers were not always called active
# influenza NS1A: H1N1 influenza NS1A inhibitors, functional cell based assay (AID 504329). actives 0.3% (n = 340,000). NS1A functional cell-based assay, percent inhibition; higher % means a stronger effect. inhibition, % at 12.5 µM; hits with a dose series show IC50 in µM; in the data active = a potency from the dose series; inconclusive = inhibition above about 27% without an active follow-up result; also: strong numbers were not always called active
# M. tuberculosis: growth inhibition of non-replicating M. tuberculosis (AID 488890); Mycobacterium tuberculosis non-replicating, growth inhibition; higher % means a stronger effect; one-dose inhibition, % at 25 µM; IC50 in µM for titrated hits; actives 0.39% (n = 320,000); in the data active = a potency from the dose series; inconclusive = inhibition mostly from about 82% at the one dose, without a potency; inactive = the rest, 99 in 100 with inhibition below about 76%;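 also: plate controls were DMSO cells for no effect and high antibiotic wells for full effect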
# PhoP GFP inhibition: PhoP regulon inhibitors, Salmonella typhi PhoP promoter GFP reporter, confirmatory (AID 1850) | Salmonella Typhi PhoP-promoter GFP reporter, fluorescence, 4 h; higher % means a stronger effect | inhibition, % at 50 µM, or IC50 in µM where a hit was titrated | actives 0.33% (n = 310,000); in the data active = a potency from the dose series; inconclusive = inhibition mostly from about 25% at the one dose, without a potency; inactive = the rest, 99 in 100 with inhibition below about 19%;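 also: 0% = induced wells with vehicle and 100% = uninduced wells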
# H37Rv inhibition: M. tuberculosis growth inhibition, HTS (AID 449762); M. tuberculosis H37Rv growth inhibition, 7H9 media; higher % means a stronger effect; inhibition, % at 25 µM, or IC50 in µM where a hit was titrated; actives 0.59% (n = 330,000); in the data active = a potency from the dose series; inconclusive = inhibition above about 70% without an active follow-up result;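 also: bacterial growth assessed after seven days of incubation; strong numbers were not always called active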
# VEEV TC-83 Vero 10K pilot screen: also measured in VEEV TC-83 Vero; calls as there; inhibition, %; measured here: 10K pilot screen inhibition
# Active calls of the source: *; i = inactive; ? = inconclusive; . = no result given; & = joins results of further samples.
SMILES,VEEV TC-83 Vero,influenza NS1A,M. tuberculosis,PhoP GFP inhibition,H37Rv inhibition,others
O=C1NC(=O)[C@]2(Cc3ccccc3N3CCN(c4ccccc4)CC32)C(=O)N1c1ccccc1 (stereo partly drawn),i,7%,42%,-5%,-3%,
Nc1nc2c(nc(Br)n2[C@@H]2O[C@@H]3COP(=O)(O)O[C@H]3[C@H]2O)c(=O)[nH]1,1.0%,2%,-9%,-10%,5%,
COC(=O)c1ccc(CNC(=O)CN(CCC(C)C)S(=O)(=O)c2ccc3c(c2)OCCO3)cc1,0.3%,-9%,2%,-3%,-6%,
O=C(COC(=O)CCC(=O)c1ccc(F)cc1)Nc1cccc(S(=O)(=O)N2CCCC2)c1,4.0%,-4%,26%,16%,4%,
COc1cc[n+]([O-])cc1[N+](=O)[O-],4.9%,-16%,.,.,.,
O=C1CN(c2ccc(Cl)cc2)C(=O)CN1NC(=S)Nc1ccc(Cl)cc1,0.4%,6%,-14%,-1%,-5%,
COc1cc(CN2CCN(C(=O)c3ccccc3F)CC2)cc(OC)c1OC,1.1%,-5%,-8%,-2%,-3%,
CC(=O)c1nc2ccccc2n1S(=O)(=O)c1ccc(C)cc1,4.8%,21%,-4%,-2%,-5%,
COc1ccc(C)cc1C(=O)CCC(=O)Nc1ccccc1N1CCOCC1,7.8%,8%,21%,-3%&4%,-3%,
CCOC(=O)C1CCN(C(=O)c2cc3cc(Br)ccc3oc2=O)CC1,i,-2%,43%,-1%,2%,
CN(C(=O)COC(=O)c1cc(=O)[nH]c2ccccc12)c1c(N)n(Cc2ccccc2)c(=O)[nH]c1=O,2.8%,-7%,-16%,10%,-5%,
CC(C)(C)NC(=O)CN(Cc1cccs1)C(=O)CN1C(=O)C(=O)c2ccccc21,1.1%,3%,13%,-2%,12%,
COc1cccc(C(=O)C[n+]2cccc3cc(OC)ccc32)c1,0.9%,-7%,28%,.,2%,
CC(=O)Nc1ccc(NC(=O)CSc2ccc([N+](=O)[O-])cn2)cc1,2.8%,-2%,46%,1%,0%,
CC(=O)N1CCc2cc(Br)cc(S(=O)(=O)N3CCN(c4ccccn4)CC3)c21,0.0%,2%,-8%,0%,0%,
O=C(CN1CCN(C(=O)c2cccc(S(=O)(=O)N3CCCC3)c2)CC1)Nc1ccc(F)cc1,0.9%,-8%,2%,.,-3%,
N#CC(C#N)=C1NC2(CCCCC2)Cc2ccccc21,i,-2%,-8%,8%,2%,
O=C(O)CSCNC(=O)C12CC3CC(CC(C3)C1)C2,3.3%,0%,-11%,-2%,1%,
O=S(=O)(c1ccc(F)cc1)N1CCN(S(=O)(=O)c2ccc3c(c2)OCCO3)CC1,3.0%,-23%,11%,.,6%,
O=C(COc1ccccc1)Nc1cccc2c1CCCC2,0.3%,3%,?,-9%,65%,
COc1cc(OC)c(N2CC(C(=O)NCCC3=CCCCC3)CC2=O)cc1Cl (stereo not drawn),2.0%,-1%,8%,.,-10%,
COc1ccc(NC(=O)c2c(-c3c(Cl)cccc3Cl)noc2C)c(OC)c1,1.8%,6%,9%,-3%,3%,
COc1cc(/C=C2/C(=O)N(c3ccc([N+](=O)[O-])cc3)N=C2N2CCOCC2)ccc1O,1.4%,4%,15%,5%,59%,
O=S(=O)(NNC(=S)Nc1ccc(S(=O)(=O)Nc2ncccn2)cc1)c1ccc(Br)cc1,1.2%,-12%,65%,-8%,-7%,
N#CSCC(=O)N1c2ccccc2CCc2ccccc21,10%,2%,?,-4%,68%,

# Six compounds picked at random from those above:
SMILES,VEEV TC-83 Vero,influenza NS1A,M. tuberculosis,PhoP GFP inhibition,H37Rv inhibition,others
O=C(COc1ccccc1)Nc1cccc2c1CCCC2,0.3%,3%,?,-9%,65%,
O=C(O)CSCNC(=O)C12CC3CC(CC(C3)C1)C2,3.3%,0%,-11%,-2%,1%,
COc1cc(/C=C2/C(=O)N(c3ccc([N+](=O)[O-])cc3)N=C2N2CCOCC2)ccc1O,1.4%,4%,15%,5%,59%,
COc1cc[n+]([O-])cc1[N+](=O)[O-],4.9%,-16%,.,.,.,
Nc1nc2c(nc(Br)n2[C@@H]2O[C@@H]3COP(=O)(O)O[C@H]3[C@H]2O)c(=O)[nH]1,1.0%,2%,-9%,-10%,5%,
CC(C)(C)NC(=O)CN(Cc1cccs1)C(=O)CN1C(=O)C(=O)c2ccccc21,1.1%,3%,13%,-2%,12%,

# Continued.
SMILES,VEEV TC-83 Vero,influenza NS1A,M. tuberculosis,PhoP GFP inhibition,H37Rv inhibition,others
COC(=O)C(C(=O)OC)C(CC(=O)c1ccc(C)cc1)c1cc(OC)c(OC)c(OC)c1 (stereo not drawn),1.4%,-1%,14%,-1%,4%,
COC(=O)C(C)(C)ONC(=O)Nc1ccccc1,1.2%,-11%,11%,5%,-7%,
O=C(/C=C/c1cccc(F)c1)N1CCN(c2ccccn2)CC1,1.0%,14%,20%,-8%,-7%,
COc1ccc(N2CCN(CC(=O)Nc3ccc(C)cc3Br)CC2)cc1,i,19%,.,.,.,
Nc1nc(SCc2nnc(SCC(=O)O)n2-c2ccccc2)nc2sc3c(c12)CCCC3,1.9%,-3%,13%,-2%,-3%,
COc1cc2c(cc1OC)CN(CC(=O)Nc1ccc(C)c(S(=O)(=O)N3CCOCC3)c1)CC2,1.8%,3%,-6%,-2%,-4%,
O=C(/C=C/c1ccccc1)OCc1cnc(Cl)s1,i,-4%,45%,24%,1%,
COc1ccccc1CNC(=O)c1cn(C)c(=O)c2cc(OC)c(OC)cc12,0.7%,0%,6%,-9%,-6%,
COc1cc(OC)cc(C(=O)Nc2cc(NC(=O)c3ccco3)ccc2OC)c1,?,4%,30%,-1%,17%,
COC(=O)CC1C(=O)NCCN1C(=O)CSc1nc2ccccc2s1 (stereo not drawn),0.9%,7%,1%,-2%,-3%,
O=C(c1ccccc1)N1CCN(C2CCCCCC2)CC1,0.5%,-2%,3%,-6%,10%,
CC(OC(=O)c1cc(S(=O)(=O)Nc2ccc(F)cc2)ccc1Cl)C(=O)Nc1ccc2c(c1)OCCO2 (stereo not drawn),6.2%,-5%,12%,-5%,4%,
O=C(Nc1c2c(nn1-c1ccc(F)cc1)CS(=O)(=O)C2)C12CC3CC(CC(C3)C1)C2,i,6%,10%,-12%,-10%,
COC(=O)c1c(NC(=O)CN2CCN(c3cccc(Cl)c3)CC2)sc(C)c1C,1.4%,17%,30%,-2%,-1%,
CN(C(=O)c1cccc(C(F)(F)F)c1)C1CCCc2ccccc21 (stereo not drawn),i,3%,22%,-4%,7%,
N#Cc1ccccc1S(=O)(=O)N1CCN(C(=O)C2CCCC2)CC1,0.1%,20%,-14%,3%,-1%,
O=C(Nc1nc2ccccc2[nH]1)c1ccc(S(=O)(=O)N2CCOCC2)cc1,2.2%,-5%,-14%,5%,3%,
Cc1ccc(-c2nn3c(-c4ccco4)nnc3c3ccccc23)cc1S(=O)(=O)NCC1CCCO1 (stereo not drawn),6.7%,-1%,-10%,0%,-3%,
CC(=O)c1ccc(S(=O)(=O)N2CCCC2)cc1,i,26%,.,-4%,.,
CCC(C)Cn1c(C(C)O)nc2ccccc21 (stereo not drawn),2.5%,25%,-3%,-3%,-6%,
COc1ccc(C(=O)Cn2cnc3ccccc3c2=O)c(OC)c1,9.1%,6%,22%,-1%,2%,
COc1ccc(/C=N/Nc2ncnc3sc(C)c(C)c23)cc1,0.7%,1%,29%,4%,?,
Cn1c(-c2ccc(Br)o2)nc2cc(Br)ccc21,1.1%,-7%,?,-6%,32%,
COc1ccc(Br)cc1CNc1ccc(S(N)(=O)=O)cc1,0.9%,-5%,-7%,2%,4%,
CCc1ccc(S(=O)(=O)NCC(O)COc2ccc(OC)cc2)cc1 (stereo not drawn),6.0%,.,15%,5%,1%,

# Continued, overlapping the part above by seven compounds.
SMILES,VEEV TC-83 Vero,influenza NS1A,M. tuberculosis,PhoP GFP inhibition,H37Rv inhibition,others
CC(=O)c1ccc(S(=O)(=O)N2CCCC2)cc1,i,26%,.,-4%,.,
CCC(C)Cn1c(C(C)O)nc2ccccc21 (stereo not drawn),2.5%,25%,-3%,-3%,-6%,
COc1ccc(C(=O)Cn2cnc3ccccc3c2=O)c(OC)c1,9.1%,6%,22%,-1%,2%,
COc1ccc(/C=N/Nc2ncnc3sc(C)c(C)c23)cc1,0.7%,1%,29%,4%,?,
Cn1c(-c2ccc(Br)o2)nc2cc(Br)ccc21,1.1%,-7%,?,-6%,32%,
COc1ccc(Br)cc1CNc1ccc(S(N)(=O)=O)cc1,0.9%,-5%,-7%,2%,4%,
CCc1ccc(S(=O)(=O)NCC(O)COc2ccc(OC)cc2)cc1 (stereo not drawn),6.0%,.,15%,5%,1%,
N#Cc1cc2c([nH]c1=O)CCCC2,0.7%,-12%,-14%,6%,4%,
COC(=O)C1=C(Nc2ccc(C)cc2)C=C(C)C(C(=O)OC)C1c1ccc(OC)cc1 (stereo not drawn),i,-3%,-3%,8%,-29%,
COc1ccc(-n2c(SCC(=O)O)nc3sc4c(c3c2=O)CCCC4)cc1,2.9%,2%,0%,8%,-2%,
CC(C)CCNC(=O)C1C2C=CC3(CN(Cc4ccccc4Cl)C(=O)C13)O2 (stereo not drawn),7.8%,-5%,.,.,-1%,
COc1cccc(N=Nc2c(=O)[nH]n3c(=O)cc(C)[nH]c23)c1,1.7%,-4%,19%,1%,-2%,
O=C(O)/C=C/c1ccc(Oc2ncccn2)cc1,0.8%,-2%,-6%,0%,-2%,
Cc1ccc(NN=C2c3ccccc3-c3ccccc32)cc1,0.5%,3%,66%,-5%,46µM*,
Cc1cc(C)c(C)c(S(=O)(=O)N2CCN(c3ncnc4sc(C)c(C)c34)CC2)c1C,4.9%,-1%,0%,-5%,-14%,
COc1cc(C(=O)OCC(=O)c2cc(C)n(C)c2C)cc(OC)c1OC,1.2%,1%,34%,-11%,-3%,
O=C1C=C(c2cccc(CO)c2)C[C@@H](c2ccc(F)cc2)C1,1.6%,1%,-4%,.,-3%,VEEV TC-83 Vero 10K pilot screen=3.9
CCOc1cccc(/C=C(\C#N)C(=O)NC2CC2)c1,i,-1%,0%,19%,-1%,
Cc1cc(C)n(-c2n[nH]c(=O)c3ccccc23)n1,0.1%,-5%,6%,-7%,-1%,
COC(=O)CNC(c1ccccc1)c1cc(Br)ccc1NC(C)=O (stereo not drawn),1.0%,-6%,-8%,5%,0%,
CCCCC1=C(C(=O)OCC)C(C(=O)OCC)Oc2ccccc21 (stereo not drawn),1.4%,-8%,.,.,.,
CCCc1nc2c([nH]1)c(=O)n(C)c(=O)n2C,0.6%,-2%,-17%,-1%,-4%,
Cn1cccc1/C=C(\C#N)C(N)=S,0.0%,-6%,6%,5%,-11%,
COC(=O)CNC(=O)c1cccc(-c2ccc(OC)cc2)c1,1.4%,-1%,52%,-8%,0%,
CC1CCN(S(=O)(=O)c2ccc3nc(N4CCN(c5ccccc5)CC4)ccc3c2)CC1,.,.,-6%,3%,7%,

# From PubChem
